From PubChem
NCI-60 one-dose screen, 48 h, at 10 µM unless noted. Numbers give growth in % (100 = growth as untreated, 0 = no growth, -100 = all killed).
CAKI-1: CAKI-1 renal cancer; 75,000 compounds, 4.7% hits
OVCAR-4: OVCAR-4 ovarian cancer cells | 80,000 compounds, 3.7% hits | AID 1794784
A498: A498 renal cancer cells. 76,000 compounds, 5.4% hits
OVCAR-3: OVCAR-3 ovarian cancer | 79,000 compounds, 7% hits
RXF 393: RXF 393 renal cancer cells; 77,000 compounds, 6.9% hits; AID 1794773
OVCAR-8: OVCAR-8 ovarian cancer | 81,000 compounds, 4.4% hits | AID 1794782
ACHN: ACHN renal cancer | 81,000 compounds, 4.9% hits
OVCAR-5: OVCAR-5 ovarian cancer. 82,000 compounds, 2.9% hits. AID 1794783
* marks the source's active call; other numbers are inactive results; . = not tested or not shown. The calls were made as follows: active = growth percent below 10; inactive = the rest.

1	CC(=O)C1=NCC(=O)N(c2ccc(Cl)cc2)N1
2	O=Cc1cc2c(cc1Br)OCO2
3	C=CCn1c(-c2nc3ccc(C(=C(C#N)C#N)c4ccccc4)cc3[nH]2)cc2cc(-c3ccc(C=O)cc3)ccc21
4	COc1cc(/C(Cl)=C/C=C/C(=O)c2c(C)[n+]([O-])c3ccc(Cl)cc3[n+]2[O-])cc(OC)c1OC
5	N=C1N=C(SCc2nc3ccccc3[nH]2)NC(=O)/C1=C/c1ccc(Br)cc1
6	CCOC(=O)c1ccc(NC(=S)NC(=O)c2cccc(NC(=O)c3ccc(C)cc3)c2)cc1
7	COc1ccc(-n2c(SCc3nnc(NC(=O)c4ccccc4)s3)nc3cc(OC)c(OC)cc3c2=O)cc1
8	Nc1[nH]c(=O)n(Cc2ccccc2)c(=O)c1Cc1ccccc1
Assay by compound	1	2	3	4	5	6	7	8
CAKI-1	94	103	66	41	91	77	91	88
OVCAR-4	113	113	84	34	99	28	103	103
A498	.	94	90	85	138	105	.	86
OVCAR-3	115	102	79	34	130	61	.	105
RXF 393	109	.	.	48	117	67	130	99
OVCAR-8	103	102	77	.	103	29	99	103
ACHN	101	105	66	27	104	75	97	105
OVCAR-5	97	106	88	82	116	77	98	97

9	COc1ccc(/C=C\C(=O)OCCCCOC(=O)/C=C/c2ccc(OC)cc2)cc1
10	COc1c2c(c(OC)c3c(CC(=O)N4CCOCC4)c(-c4ccccc4)oc13)OCO2
11	O=C1S/C(=C\c2ccc(Cl)cc2)C(=O)N1Cc1cc2ccccc2nc1Cl
12	O=c1[nH]c(O)c(C=c2ccc(=C3N=c4c(c5ccccc5c5ccccc45)=N3)cc2)s1
13	NS(=O)(=O)c1ccc(-n2ncc3c(=O)[nH]c(CN4CCN(c5cc6c(cc5F)c(=O)c(C(=O)O)cn6C5CC5)CC4)nc32)cc1
14	O=C(Cc1ccc(/C=C/C(=O)c2ncccn2)cc1)Nc1ccc(F)cc1
15	NC(N)=N/N=C(/c1ccccc1)c1ccc(F)cc1
16	CN1C(Cl)=NS(=O)(=O)c2ccccc21
Assay by compound	9	10	11	12	13	14	15	16
CAKI-1	99	99	90	.	89	.	.	89
OVCAR-4	100	90	102	93	104	102	28	98
A498	74	53	90	74	102	102	-17*	100
OVCAR-3	102	98	.	79	107	103	-49*	110
RXF 393	103	91	97	81	98	119	.	104
OVCAR-8	95	97	101	78	98	108	-66*	100
ACHN	100	96	98	67	94	104	29	102
OVCAR-5	100	92	104	123	98	100	4.4*	97

17	CC(C)=CC(=O)C1C(=O)c2ccccc2C1=O
18	CCCCNC(=O)c1cc([N+](=O)[O-])cc(C2CCCCC2)c1O
19	COc1ccc(/C=N\Nc2ccc(S(=O)(=O)c3ccc(N/N=C/c4ccc(OC)cc4)cc3)cc2)cc1
20	COc1ccc(Cn2cncc2-c2c[nH]c3ccccc23)cc1
21	COc1ccc(CCNC(=O)c2ccc(Cl)c(Cl)c2)cc1OC
22	CC1CCCC(O)(C(C(=O)O)c2ccccc2)C1 (stereo not drawn)
23	CC(=O)c1ccc(Oc2nc(CNc3ccc(S(N)(=O)=O)cc3)nc3ccccc23)cc1
24	COC(=O)C1(C)CCC[C@]2(C)[C@H]3C[C@H]4C(C(C)C)=C[C@]3(CC[C@@H]12)[C@H]1[C@@H]4[C@@H](OC(=O)c2ccco2)CC[C@@H]1OC(=O)c1ccco1 (stereo partly drawn)
Assay by compound	17	18	19	20	21	22	23	24
CAKI-1	81	35	85	74	109	112	98	96
OVCAR-4	102	14	96	84	96	102	112	103
A498	88	22	124	87	76	99	93	115
OVCAR-3	96	23	123	95	105	112	108	123
RXF 393	104	42	112	94	104	120	110	.
OVCAR-8	98	44	90	93	102	104	105	100
ACHN	97	61	78	87	104	106	101	112
OVCAR-5	97	79	83	88	104	125	109	107

25	CCOC(=O)c1nn(-c2ccc(C)cc2)c(=O)c2c(N)c(C#N)c(-c3ccc(OC)cc3)cc12
26	O=C(NC1c2ccccc2Oc2ccccc21)OCCCl
27	COc1cc2c(cc1OC)C(C)N(S(N)(=O)=O)CC2 (stereo not drawn)
28	O=c1c2c(=NCCN3CCCC3)cc3c(=O)n(CCCN4CCOCC4)c(=O)c4c(-c5ccc(CN6CCCC6)cc5)cc(c(O)n1CCCN1CCOCC1)c2c4-3
29	C#CCNC(=O)c1cc(C(=O)c2ccccc2)n2ccc(C)cc12
30	CCOc1ccc(N2C(=O)C3C4c5ccccc5C(c5ccccc54)C3C2=O)cc1 (stereo not drawn)
31	Cl.Fc1c[c-]c(-c2ccccn2)c(F)c1.[Pt].c1ccc([PH+](C[PH+](c2ccccc2)c2ccccc2)c2ccccc2)cc1
32	O=C1Cc2csc3nc(=O)cc(n23)N1
Assay by compound	25	26	27	28	29	30	31	32
CAKI-1	92	67	101	0.0*	96	86	-91*	96
OVCAR-4	101	91	105	-51*	92	99	-93*	111
A498	118	92	102	-85*	76	104	.	126
OVCAR-3	108	101	99	-22*	102	133	-94*	120
RXF 393	104	90	113	-79*	97	100	-92*	114
OVCAR-8	101	92	97	-11*	98	103	-20*	94
ACHN	94	89	102	-4.4*	104	104	-98*	101
OVCAR-5	94	107	83	-35*	121	109	-82*	102

Results in OVCAR-8, OVCAR-5 and OVCAR-3 (four entries from above):
item | canonical_smiles | OVCAR-8 | OVCAR-5 | OVCAR-3
26 | O=C(NC1c2ccccc2Oc2ccccc21)OCCCl | 92 | 107 | 101
32 | O=C1Cc2csc3nc(=O)cc(n23)N1 | 94 | 102 | 120
30 | CCOc1ccc(N2C(=O)C3C4c5ccccc5C(c5ccccc54)C3C2=O)cc1 (stereo not drawn) | 103 | 109 | 133
31 | Cl.Fc1c[c-]c(-c2ccccn2)c(F)c1.[Pt].c1ccc([PH+](C[PH+](c2ccccc2)c2ccccc2)c2ccccc2)cc1 | -20* | -82* | -94*

(further entries)
33	COc1cc(OC)cc(C(=O)Nc2ccc(CN3CCc4nc5cc(OC)c(OC)cc5cc43)cc2)c1
34	Nc1cc(O)cc(O)c1
35	N#CC(C(=O)/C(=N/Nc1nc(=S)[nH]n1N)C(C#N)c1ccccc1)c1ccccc1 (stereo not drawn)
36	O=C(CSc1nc2sc3c(c2c(=O)n1-c1ccccc1)CCCCC3)N/N=C/c1ccc([N+](=O)[O-])cc1
37	Cc1ccc(C(=O)c2ccc(CC(=O)N/N=C/c3c[nH]c4ccccc34)n2C)cc1
38	COc1ccc(-c2c(C#N)c(-c3cccs3)nc3c2c(-c2ccccc2)nn3-c2ccccc2)cc1
39	NN1C=C(CCl)Nn2c1nc1c(cnn1-c1ccccc1)c2=O
40	CCCC(=O)OCC1OC(n2cc(C)c(=O)[nH]c2=O)CC1OC(=O)CCC (stereo not drawn)
Assay by compound	33	34	35	36	37	38	39	40
CAKI-1	101	96	98	90	83	95	101	70
OVCAR-4	116	94	97	111	89	98	119	103
A498	85	116	96	104	84	94	112	100
OVCAR-3	108	108	106	119	99	110	118	108
RXF 393	82	120	107	99	97	87	116	98
OVCAR-8	94	104	99	95	94	96	110	99
ACHN	97	105	103	82	66	101	113	99
OVCAR-5	107	90	96	102	97	95	111	91

41	CCN(CC)CC[n+]1cc2cc(OC)c(OC)cc2c2ccc3cc4c(cc3c21)OCO4
42	O=C(Nc1cn[nH]c1-c1nc2ccc(CN3CCOCC3)cc2[nH]1)NC1CC1
43	OCC[C@@H]1C[C@@H]1c1cccs1
44	CC(C)N1CN2C(=O)N(C)C3NC(=S)N(C1)C32 (stereo not drawn)
45	Cn1ccnc1C(=O)/C=C/c1ccc(CC(=O)Nc2cc(F)c(F)c(F)c2)cc1
46	C[N+](C)(C)c1ncnc2nc[nH]c12
47	CCCCCCCCCCCCNc1ncnc2[nH]ncc12
48	CC1=C(CCN2CCN(c3ccccc3)CC2)C(=O)N2N=C(c3ccccc3)OC2N1 (stereo not drawn)
Assay by compound	41	42	43	44	45	46	47	48
CAKI-1	27	23	90	92	31	83	66	76
OVCAR-4	1.2*	79	107	113	42	103	78	93
A498	.	-16*	89	96	65	98	50	76
OVCAR-3	13	12	111	111	-34*	112	80	100
RXF 393	-39*	-57*	93	95	-16*	.	96	101
OVCAR-8	-83*	29	107	97	-3.4*	102	77	98
ACHN	8.7*	36	105	115	46	91	83	97
OVCAR-5	6.8*	22	99	110	18	80	91	104

49	Cc1ccc2nc(-[n+]3cc4ccccc4cc3C)ccc2c1
50	Cc1cc(O)c([N+](=O)[O-])c(C)c1[N+](=O)[O-]
51	C=C1C(=O)O[C@H]2[C@H]1CC/C(C=Nc1ccc(C(F)(F)F)cc1N)=C\CC[C@@]1(C)O[C@@H]21
52	c1ccc(COc2cccc3ccccc23)cc1
53	CSc1ncc(Br)c(=S)[nH]1
54	O=C(O)C1OC(C(=O)O)C(C(=O)O)C1C(=O)O (stereo not drawn)
55	NCCn1cc(-c2nc(-c3c[nH]c4ncccc34)cs2)c2cc(F)ccc21
56	O=C(Nc1ccc(I)cc1F)c1cc(Br)ccc1O
Assay by compound	49	50	51	52	53	54	55	56
CAKI-1	103	104	16	99	.	96	.	-19*
OVCAR-4	29	102	23	110	109	98	60	12
A498	53	77	47	84	74	99	91	-62*
OVCAR-3	45	105	-11*	107	116	111	86	8.0*
RXF 393	91	105	-36*	106	107	105	87	2.4*
OVCAR-8	34	98	3.3*	101	102	102	76	7.1*
ACHN	103	107	-38*	101	115	99	76	4.4*
OVCAR-5	61	110	31	96	116	113	93	24

57	Cc1ccc(-n2cc(/C=C/C(=O)c3ccc(O)cc3)c(-c3ccc(S(C)(=O)=O)cc3)n2)cc1
58	O=C(Cn1c(=O)[nH]c2ccccc2c1=O)NC1CCCCC1
59	O=[N+]([O-])c1ccc(N=Cc2ccccc2)cc1
60	CC(=O)Nc1c(C)cc(C)c(N(C)C(C)=O)c1C
61	CCN(CC)c1nc(N(CC)CC)c2[nH]cnc2n1
62	COc1ccc(C(=O)Nn2cnc3oc(-c4ccccc4)cc3c2=N)cc1
63	Clc1ccc(Cc2nc3ccccc3s2)cc1
64	CN(C)c1nc2ccccc2c2c(=O)c3ccccc3sc12
Assay by compound	57	58	59	60	61	62	63	64
CAKI-1	73	92	74	95	92	92	96	.
OVCAR-4	99	105	90	106	.	101	91	88
A498	99	135	99	107	92	97	117	70
OVCAR-3	23	127	119	113	105	106	98	102
RXF 393	.	111	121	125	132	113	112	104
OVCAR-8	88	103	98	108	90	101	102	93
ACHN	68	107	84	99	91	97	98	86
OVCAR-5	96	102	98	95	110	102	.	100

65	COc1cc2cc(CNc3ccc(Nc4nccc(-c5ccc(Cl)cc5)n4)cc3)c(=O)[nH]c2cc1OC
66	CC(C)CCC[C@@H](C)[C@H]1CC[C@H]2[C@@H]3CC=C4c5sc(NCCCN6CCOCC6)nc5CC[C@]4(C)[C@H]3CC[C@]12C
67	COc1cccc2c1S(=O)(=O)c1c(NCCN)nc3ccccc3c1C2=O
68	COc1ccc2cc(C(C)=O)c3ccccc3c2c1
69	O=c1n(CCCN2CCN(c3cccc(Cl)c3)CC2)nc2ccccn12
70	COC1=CC(c2ccc[nH]2)=N/C1=C\c1[nH]c(C)c(C(=O)CCCCC(=O)OCC2OC(O)C(O)C(O)C2O)c1C (stereo not drawn)
71	C/C(=N\N1C(=O)c2ccccc2NC1c1ccc(F)cc1)c1c(O)cc(C)oc1=O (stereo not drawn)
72	COc1ccc(Sc2[nH]c(C=O)c3ccccc23)cc1
Assay by compound	65	66	67	68	69	70	71	72
CAKI-1	94	86	70	87	81	100	.	.
OVCAR-4	97	111	84	104	101	101	107	60
A498	.	130	96	53	109	60	98	33
OVCAR-3	94	105	96	105	110	99	113	66
RXF 393	104	99	89	88	.	102	111	6.6*
OVCAR-8	85	110	88	106	.	95	97	69
ACHN	92	111	82	105	.	101	109	87
OVCAR-5	102	115	109	101	.	99	100	29

Laid out differently: entries from further up
Fields – CAKI-1, OVCAR-4, A498, OVCAR-3, RXF 393, OVCAR-8, ACHN, OVCAR-5
[68] COc1ccc2cc(C(C)=O)c3ccccc3c2c1
    87, 104, 53, 105, 88, 106, 105, 101
[69] O=c1n(CCCN2CCN(c3cccc(Cl)c3)CC2)nc2ccccn12
    81, 101, 109, 110, ., ., ., .
[70] COC1=CC(c2ccc[nH]2)=N/C1=C\c1[nH]c(C)c(C(=O)CCCCC(=O)OCC2OC(O)C(O)C(O)C2O)c1C (stereo not drawn)
    100, 101, 60, 99, 102, 95, 101, 99
